Screens from PubChem BioAssay.
GAA glycogen mod: inhibitors or activators of human alpha-glucosidase glycogen cleavage | P10253 | recombinant GAA, glycogen substrate, Amplex Red glucose oxidase fluorescence | Potency, µM (top dose mostly 76.4 µM), for the others: at the highest dose activity change, negative = inhibition, hits mostly inhibitors | actives 0.38% (n = 300,000) | AID 2100;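 further: 0% = full enzyme reaction and -100% = no-enzyme basal signal; the screen sought inhibitors and activators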
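Natural-substrate format: glycogen cleavage by 4 nM human enzyme, glucose read by Amplex Red coupling (Ex 573, Em 610 nm). Normalized to enzyme and no-enzyme controls.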
GAA inh: alpha-glucosidase (human) inhibition; actives 0.005% (n = 200,000); P10253; purified human GAA, 4-MU-alpha-glucoside fluorescence; Potency, µM (doses to about 76.9 µM), without a hit: at the highest dose activity change, negative = inhibition, most hits filed as inhibitors;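 further: plate controls were uninhibited enzyme wells for no effect and no-enzyme background for full effect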
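Activity normalized between no-enzyme (basal) and enzyme-only wells. Conditions: 4 nM human enzyme, 400 uM fluorogenic substrate, citrate/phosphate pH 5.0 with Tween-20, 20 min room temperature, compounds up to 77 uM.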
GAA spleen mod: lysosomal alpha-glucosidase (human) modulation; P10253; human spleen homogenate, 4-MU-alpha-glucoside fluorescence; Potency, µM (titrated, usually from 79.9 µM), for the others: at the top dose activity change, negative = inhibition, usual class: inhibitors; actives 0.006% (n = 240,000); AID 2112;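 further: 0% = enzyme with vehicle and -100% = no enzyme basal signal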
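Compounds were titrated against alpha-glucosidase in spleen homogenate at pH 5.0, with 1 mM 4-methylumbelliferyl substrate for 40 min at 37 C. Reactions were quenched with pH 10 NaOH/glycine and fluorescence measured.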
RECQ1 helicase: inhibitors of human RECQ1 DNA helicase; AID 2549; P46063; Potency, µM (series often up to 57.3 µM), without a hit: top-dose activity, negative = inhibition, most hits filed as inhibitors; actives 0.54% (n = 240,000); RECQ1 DNA unwinding, red fluorescence kinetic read;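 further: plate controls were vehicle for no effect and no enzyme for full effect; nearly all actives have a fitted effect of over 30% in size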
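RECQ1T1 50 nM; forked duplex (20 bp + 30-nt ss tails) 200 nM, ATP 2 mM final; pH 8.0, 2 mM MgCl2, 2.5 ug/ml poly(dI-dC); 15 min compound preincubation; discontinuous kinetic read over 2 h at RT.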
TR SRC2 fluor cs: Texas Red fluorescence interference in TRb-SRC2 counter-screen; Potency, µM (doses to about 106 µM), inactives show top-dose fluorescence change, negative = quenching; AID 1479; actives 0.29% (n = 280,000); TRb/SRC2 Texas Red total fluorescence interference; active means well fitted curve in either direction with a large enough effect; inconclusive means small, poorly fitted or top-dose-only effect
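Flags fluorescent or light-absorbing compounds by total fluorescence, S + 2P, at 555 nm excitation and 632 nm emission. Mixture: 20 nM Texas Red SRC2 peptide, 0.6 uM human TRb LBD, 1 uM T3, 5% DMSO; compound exposure 5 h at ambient temperature.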
RGS12 GoLoco inh: inhibitors of human Gai1-RGS12 GoLoco interaction (red fluorophore). P63096. Gai1:RGS12 GoLoco peptide FP, rhodamine, 10 min. Potency, µM (titrated, usually from 61.6 µM), without a hit: at the highest dose activity, negative = inhibition, actives largely listed as inhibitors. actives 0.44% (n = 230,000). AID 880; active means well fitted inhibition curve with a large enough effect, not every such curve was filed as active; inactive means no such curve, though single readings can be large or run the other way; further: nearly all actives have a fitted effect of over 30% in size; many of its hits are not listed in these tables
Target sequence (P63096 whole entry, looked up): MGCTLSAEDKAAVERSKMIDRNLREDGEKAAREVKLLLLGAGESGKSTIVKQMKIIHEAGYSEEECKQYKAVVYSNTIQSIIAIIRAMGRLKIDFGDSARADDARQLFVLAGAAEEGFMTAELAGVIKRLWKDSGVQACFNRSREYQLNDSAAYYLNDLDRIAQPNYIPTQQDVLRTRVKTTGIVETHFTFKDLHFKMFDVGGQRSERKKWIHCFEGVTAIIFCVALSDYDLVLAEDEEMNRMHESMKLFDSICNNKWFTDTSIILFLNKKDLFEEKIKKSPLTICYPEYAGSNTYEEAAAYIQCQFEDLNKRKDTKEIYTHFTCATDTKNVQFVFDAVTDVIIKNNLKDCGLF
TRb-SRC2 inh: TRbeta-SRC2 interaction inhibition; TRbeta-SRC2 peptide binding, fluorescence polarization; receptor liganded with 1 µM T3; Potency, µM (top dose mostly 106 µM), for inactives: at the top dose activity change, negative = inhibition, usual class: inhibitors; actives 0.065% (n = 280,000);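 further: plate controls were bound peptide for no effect and peptide without receptor for full effect; nearly all actives have a fitted effect of over 50% in size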
Target sequence (P10828 whole entry, looked up): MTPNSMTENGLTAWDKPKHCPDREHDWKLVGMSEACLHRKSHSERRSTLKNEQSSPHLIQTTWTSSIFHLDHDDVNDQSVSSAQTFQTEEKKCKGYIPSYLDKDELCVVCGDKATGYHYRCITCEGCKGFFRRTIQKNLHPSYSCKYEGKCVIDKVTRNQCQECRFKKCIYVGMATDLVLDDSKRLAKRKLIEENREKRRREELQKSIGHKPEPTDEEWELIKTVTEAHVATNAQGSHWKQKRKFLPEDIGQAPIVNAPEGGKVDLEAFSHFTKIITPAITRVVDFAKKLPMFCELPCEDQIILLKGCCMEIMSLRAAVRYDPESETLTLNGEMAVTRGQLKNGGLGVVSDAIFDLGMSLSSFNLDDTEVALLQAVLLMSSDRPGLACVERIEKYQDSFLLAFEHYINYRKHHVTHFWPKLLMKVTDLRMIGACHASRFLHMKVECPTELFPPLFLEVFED
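Human TRb LBD (0.6 uM) plus Texas Red-labeled SRC2 peptide (20 nM), 1uM T3, 5% DMSO, 5 hr at ambient temperature. Decreased polarization (555/632 nm) flags inhibition; data normalized to free and bound peptide controls.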
L3MBTL1 block: L3MBTL1 (human) inhibition; Potency, µM (doses to about 57.1 µM), for inactives: top-dose activity, negative = inhibition, actives largely listed as inhibitors; Q9Y468; AlphaScreen L3MBTL1–H3K9me1 peptide binding; actives 0.66% (n = 230,000); further: nearly all actives have a fitted effect of over 60% in size
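Displacement of a biotinylated histone H3(1-15) peptide monomethylated at Lys9 (75 nM) from L3MBTL1 (50 nM) was measured by AlphaScreen after a 30 min room-temperature compound incubation; cefsulodin titration served as intraplate control.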
* = called active by the depositor; i = inactive; ? = inconclusive; · = not tested or not shown; & = joins results of further samples; [ ] = remark or other dose. Unless noted, the call rests on the fitted dose curve; in most records, active means well fitted curve in the direction sought with a large enough effect; inconclusive means small, poorly fitted or top-dose-only effect, or another doubt; inactive means no such curve, though single readings can be large; an effect the other way counts as inactive or inconclusive. Unless noted, on the % scale 0 is the no-effect control and ±100 the full control effect; potency means the concentration at half of the fitted maximal effect.

SMILES	GAA glycogen mod	GAA inh	GAA spleen mod	RECQ1 helicase	TR SRC2 fluor cs	RGS12 GoLoco inh	TRb-SRC2 inh	L3MBTL1 block
COc1cc(C(=O)Nc2c(C)cc(C)cc2C)c(Br)c(OC)c1OC	-3.8%	1.7%	2.7%	-4.3%	-2.7%	-11.6%	5.2%	8.0%
CC(=O)N(c1ccc2oc(=O)sc2c1)S(=O)(=O)c1cccs1	-17.1%	-3.7%	0.3%	-13.8%	-0.7%	4.8%	-11.3%	-4.0%
CC(=O)Nc1ccc(/C=N/NC(=S)NC(C)C)cc1	-12.8%	-4.5%	3.3%	4.5%	-1.5%	2.2%	-1.2%	·
CCN(CC)C(=O)c1ccc(O)c(OC)c1	-9.2%	-18.8%[15.4 µM]	5.1%	-3.0%	1.0%	-8.5%	-5.8%	2.2%
CCOc1ccc(CNC(=O)c2ccc(Sc3ccc(Cl)cc3)c(NC(C)=O)c2)cc1	5.4%	-8.2%	-4.5%	-23.1%	-3.4%&-0.1%	-0.4%	7.9%&6.1%	-0.1%
COC(=O)CCC(=O)N1CCCC(CO)(Cc2ccccc2C)C1 (stereo not drawn)	3.5%	7.1%	-4.6%	i	-2.7%	6.6%	3.5%	22.8%
O=C(N/N=C/c1ccc[nH]1)c1ccccc1OCc1ccc(F)cc1	-3.2%	·	13.2%	i	0.9%	5.7%	6.8%	·
O=C(CSc1nnc(NC(=O)c2ccccc2F)s1)Nc1ccccc1F	-19.8%	-1.8%	-11.7%	i	-3.6%	11.1%	0.0%	-5.3%
O=C(Cc1ccccc1Cl)Nc1nc2ccccc2[nH]1	6.4%	-5.5%[15.4 µM]	-0.7%	15.3%	0.4%	8.1%	-3.9%	1.1%
Clc1ccccc1Nc1nnc(-c2ccncc2)s1	1.0%	-0.3%	-3.6%	8.0%	-1.0%[53 µM]	7.2%	-6.7%[53 µM]	-3.8%
COc1ccc(CC(=O)OCc2cc3ccccc3[nH]c2=O)cc1	-2.8%	-6.5%	-11.6%	-5.5%	-3.2%	0.2%	-3.4%	-10.3%
CC1=CC(C)(C)N=C(NC#N)N1	-0.2%	-1.8%	-6.0%	-1.6%	2.8%	0.7%	5.1%	·
COc1cc(OC)cc(C(=O)Nc2nc3ccccc3[nH]2)c1	-5.6%	-3.4%	-5.5%	3.9%	-1.5%	26.8%	-7.4%	·
CCCc1nc(SCC(=O)N2CCC(Cc3ccccc3)CC2)c2c(=O)n(C)c(=O)n(C)c2n1	-1.1%	-8.4%	-2.6%	i	1.3%	-0.2%	-1.4%	4.5%
O=C(C1=C[C@H](C2CC2)C[C@H](OCCCCO)O1)N1CCN(Cc2ccc3c(c2)OCO3)CC1	-2.9%	·	-1.3%	i	0.7%	6.4%	-0.2%	6.4%
c1ccc(-c2noc(COc3ccc4c(c3)OCO4)n2)cc1	-0.1%	-1.8%	0.6%	i	-7.0%	10.2%	4.7%	·
CC(=O)c1ccc(N/N=C2/CCCNC2=O)cc1	5.6%	-8.7%	-2.5%	-4.8%	-1.2%	15.9%	0.6%	3.5%
CCCN1C2=C(C(=O)CCC2)C(c2ccc(O)c(Br)c2)C2=C1CCCC2=O	2.7%	-7.3%	-3.1%	-1.1%	-0.9%	-7.1%	10.3%	13.8%[11.4 µM]
COCCCNC(=O)CN1C(=O)/C(=C/c2ccccc2)Sc2ccccc21	-3.9%	·	-4.3%	1.8%	-0.4%	-0.4%	10.0%	·
COc1ccc(NC(=O)CSc2nc3ccccc3nc2N2CCCCC2)cc1	-6.9%&1.4%[76.3 µM]	·	·	·	?	·	-8.4%	16.9%
CCOC(=O)c1[nH]c(C)c(C(=O)NC)c1C	9.9%	1.0%	-4.9%	-1.2%	0.4%	11.4%	-4.2%	4.6%
CCCOc1ccc(CSC(CC(=O)O)C(=O)O)cc1 (stereo not drawn)	5.8%	-4.4%	-0.4%	-5.4%	2.1%	7.1%	8.1%	-0.4%
CC1=CC(C)(C)NC(=S)N1c1ccc2ccccc2c1	2.7%	3.0%	-1.6%	-1.4%	1.3%	12.3%	-1.5%	·
O=C1C2C3C=CC(C3)C2C(=O)N1CCN1CCN(Cc2ccc([N+](=O)[O-])cc2)CC1 (stereo not drawn)	3.6%	-1.3%	0.3%	i	1.2%	7.7%	1.5%	1.9%[11.4 µM]
O=S(=O)(c1ccc2ccccc2c1)N1CCN=C1SCc1cccnc1	-27.2%	-2.0%	1.7%	i	0.5%	-0.9%	-2.6%	·
(further entries)
SMILES	GAA glycogen mod	GAA inh	GAA spleen mod	RECQ1 helicase	TR SRC2 fluor cs	RGS12 GoLoco inh	TRb-SRC2 inh	L3MBTL1 block
CC(C)(C)NC(=O)C(=O)NC(=O)c1c(F)cccc1Cl	2.7%	0.9%	0.2%	11.8%	-0.8%	8.4%	5.7%	-3.7%
COc1ccccc1N=c1oc2c(OC)cccc2cc1C(=O)NCc1ccco1	-9.1%	4.9%	4.0%	-3.7%	0.2%	·	14.9%	-11.4%
C/C=C(/C)C(=O)Nc1cccc(C2=NOC3(C2)C[C@@H](C(N)=O)N(C(=O)c2ccc(OC)cc2)C3)c1 (stereo partly drawn)	-1.7%	·	-4.0%	i	1.0%	0.4%	5.1%	·
N#CCCN(CC#Cc1ccccc1)OCc1ccccc1	·	·	12.9%[17.4 µM]	5.2%[11.5 µM]	0.7%[11.2 µM]	·	2.6%[11.2 µM]	·
O=C(O)CCNS(=O)(=O)c1ccccc1Br	4.9%	8.7%	-0.1%	-7.8%	-1.9%	-1.4%	2.2%	2.9%
N/C(Cc1cccs1)=N\OC(=O)COc1ccccc1Cl	8.0%	-12.9%	2.1%	-10.0%	-6.2%	13.1%	-10.0%	·
Cc1ccc(-c2nc(CS(=O)CC(=O)NCCN(CC(C)C)CC(C)C)c(C)o2)cc1 (stereo not drawn)	-10.6%	-6.4%	8.7%	1.8%	-1.9%	-44.9%	-4.1%	-16.2%
Cc1cc(C)n(-c2nc(N(c3ccccc3)c3ccccc3)nc(-n3nc(C)cc3C)n2)n1	3.0%	-1.2%	4.3%	i	-1.8%	5.5%	6.6%	3.98µM*
CC(OC(=O)c1cccn1C)C(=O)Nc1ccc2c(c1)OCO2 (stereo not drawn)	11.1%	-18.9%	1.5%	-17.6%	-1.7%	10.4%	0.9%	4.3%
Cn1c(Cn2c(=O)sc3ccccc32)nnc1SCc1ccc(F)cc1	0.4%	4.7%	-0.9%	1.2%	-0.6%	2.1%	1.3%	23.6%
Cc1c(N=C2C(=O)Nc3ccccc32)c(=O)n(-c2ccccc2)n1C	-18.7%	-5.5%	-2.9%	-7.3%	1.3%	-3.4%	7.3%	·
CC1=CC2=NC(=O)/C(=C\c3cccn3CCOc3cc(C)cc(C)c3)C(=N)N2O1	3.1%	1.1%	-8.0%	-9.3%	-1.4%	7.9%	-7.3%	-4.4%
COCCNS(=O)(=O)c1ccc2c3c(cccc13)C(=O)N2C	13.1%	?	-2.8%	4.4%	-5.0%	8.7%	0.8%	1.8%
CC(C)(O)P(C)(=O)c1ccccc1 (stereo not drawn)	-6.3%	-2.9%	-0.8%	-9.8%	-2.2%	-5.0%	2.3%	·
CCOC(=O)c1cnn(-c2nc(C)nc3sc4c(c23)CCC4)c1N	8.6%	-3.9%	-0.3%	-5.7%	0.4%	9.9%	-7.5%	4.2%
Cc1nn(-c2ccccc2)c(=S)c2ccccc12	-0.8%	0.6%	-1.5%	-1.4%	0.9%	3.2%	5.9%	-11.6%
COc1ccc(NC(=O)CSc2nnc(C3CCCCC3)o2)c(OC)c1	-0.6%	5.6%	-2.6%	-9.3%	-0.4%	9.8%	-6.0%	0.4%
CCOC(=O)c1[nH]c2ccc(OC)cc2c1NC(=S)N1CCN(c2ccccc2OC)CC1	3.98µM*	3.2%	-7.1%	-4.7%	0.3%	-3.2%	-22.9%	-2.5%
CCCOc1ccc(N2C(=O)CC(N(CCCO)C(=O)CC)C2=O)cc1 (stereo not drawn)	0.3%	·	-9.0%	-3.6%	0.3%	7.7%	7.0%	-5.4%
Cc1ccc(CNC(=O)c2ccc(OCC3CCCO3)cc2)cc1 (stereo not drawn)	-4.0%	-4.8%	-12.2%	-3.4%	-1.3%[53 µM]	-21.8%	0.0%[53 µM]	-1.0%
CN(C)S(=O)(=O)N(CC(=O)Nc1ccc(F)c(F)c1)c1ccccc1	0.8%	1.6%	-6.9%	-8.8%	0.6%	8.8%	-5.4%	·
Cc1ccc(S(=O)(=O)N2CCN(c3ccnc4cc(Cl)ccc34)CC2)cc1C	-17.2%	-3.3%	5.4%	i	-1.2%	-0.3%	-4.6%	-3.7%
Cc1ccc(C2C3=C(Nc4[nH]n(-c5ccccc5)c(=O)c42)c2ccccc2C3=O)cc1 (stereo not drawn)	10.5%	-6.1%	-0.5%	-1.7%	-2.1%	37.2%[activator]	-2.6%	?
Cc1ccc(OC(=S)Nc2ccccc2)c(C)c1	-21.1%	-1.1%	0.0%	-3.1%	0.5%	-0.6%	5.6%	1.0%
CC(=O)OCc1nc2ccccc2s1	1.9%	-4.8%	-11.4%	-6.1%	-5.7%	7.3%	4.6%	4.2%
CC(NC(=O)COC(=O)c1ccco1)c1ccccc1 (stereo not drawn)	-0.1%	-3.4%	-8.2%	-1.7%	-1.2%	4.0%	-3.7%	·

In a second layout: entries from further up
molecule,GAA glycogen mod,GAA inh,GAA spleen mod,RECQ1 helicase,TR SRC2 fluor cs,RGS12 GoLoco inh,TRb-SRC2 inh,L3MBTL1 block
CCCOc1ccc(N2C(=O)CC(N(CCCO)C(=O)CC)C2=O)cc1 (stereo not drawn),0.3%,·,-9.0%,-3.6%,0.3%,7.7%,7.0%,-5.4%
Cc1ccc(-c2nc(CS(=O)CC(=O)NCCN(CC(C)C)CC(C)C)c(C)o2)cc1 (stereo not drawn),-10.6%,-6.4%,8.7%,1.8%,-1.9%,-44.9%,-4.1%,-16.2%
CCOC(=O)c1[nH]c2ccc(OC)cc2c1NC(=S)N1CCN(c2ccccc2OC)CC1,3.98µM*,3.2%,-7.1%,-4.7%,0.3%,-3.2%,-22.9%,-2.5%
Cn1c(Cn2c(=O)sc3ccccc32)nnc1SCc1ccc(F)cc1,0.4%,4.7%,-0.9%,1.2%,-0.6%,2.1%,1.3%,23.6%
COCCNS(=O)(=O)c1ccc2c3c(cccc13)C(=O)N2C,13.1%,?,-2.8%,4.4%,-5.0%,8.7%,0.8%,1.8%

The list is partial, so the mix of outcomes need not match the whole.
